Screening results from PubChem.
CF NFkB block = inhibitors of cystic fibrosis induced NF-kB. KKLEB NF-kB-GFP reporter, PAF-induced, GFP fluorescence overnight. inhibition, % at 5 µM. 360,000 tested, 0.86% active. AID 588850;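 active means at least 50% inhibition at 5 µM, scaled per plate between neutral and stimulator controls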;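 further: PAF is a Pseudomonas aeruginosa culture filtrate used as stimulus; plate controls were PAF-stimulated DMSO wells for no effect and unstimulated DMSO wells for full effect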
KKLEB cytotox = CF airway cell cytotoxicity counter-screen. 360,000 tested, 0.36% active. activity change (cytotoxicity), % at 5 µM. KKLEB CF airway cells viability, ATPlite luminescence, overnight; stronger effect = lower value; cells stimulated with P. aeruginosa culture filtrate. AID 602141;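 active means corrected activity change at or below -50% at 5 µM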
NR2E3 ag-1 = activates human photoreceptor nuclear receptor NR2E3 | inhibition of corepressor binding, % at 4.78 µM | GST-NR2E3/biotin-RetCOR TR-FRET, 1536-well | 320,000 tested, 0.12% active | AID 2300;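 active means percent inhibition above the cutoff of mean plus 3 SD of all tested compounds, set per screening campaign, cut at about 20% in these data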;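 further: 0% = DMSO wells and 100% = biotin wells as full block of FRET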
Target sequence (Q9Y5X4 whole entry, looked up): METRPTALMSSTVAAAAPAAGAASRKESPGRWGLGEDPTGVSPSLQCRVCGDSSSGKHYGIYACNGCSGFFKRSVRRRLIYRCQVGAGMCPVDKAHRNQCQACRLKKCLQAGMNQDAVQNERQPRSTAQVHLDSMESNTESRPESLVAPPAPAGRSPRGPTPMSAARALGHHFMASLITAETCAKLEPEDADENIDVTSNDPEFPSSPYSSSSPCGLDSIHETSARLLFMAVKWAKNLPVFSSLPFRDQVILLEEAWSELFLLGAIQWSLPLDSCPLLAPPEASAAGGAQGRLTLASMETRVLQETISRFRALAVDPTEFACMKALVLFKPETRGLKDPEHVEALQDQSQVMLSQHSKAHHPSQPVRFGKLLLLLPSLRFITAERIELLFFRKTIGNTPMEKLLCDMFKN
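system = GST-tagged NR2E3 plus biotinylated RetCOR corepressor | input = 1.35 nM GST-NR2E3 | also added = 7 nM biotin-RetCOR | schedule = 5 h incubation at 4 °C | measured by = TR-FRET with europium anti-GST and streptavidin-D2, 340 nm excitation | read-out = percent loss of FRET ratio relative to control wells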
TRPM1 prom inh = inhibitors of MITF-driven TRPM1 promoter in melanoma cells | SK-MEL-5 TRPM1 promoter luciferase, 24 h | inhibition, % at 12.5 µM | 330,000 tested, 0.83% active | AID 488899;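 active means mean inhibition across replicates of 60% or more, whatever share of single replicates reaches that level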; further: values of inactives mirror those of a sister screen read the other way
Shn3 3UTR inh = reduces Shn3 3'UTR luciferase signal in osteoblasts; Clone20 osteoblast Shn3 3'UTR firefly luciferase, 24 h; inhibition, % at 12.5 µM; 360,000 tested, 0.52% active; AID 588674;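 active means mean inhibition of at least 75% with every replicate also reaching 75%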;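 further: 0% = median of neutral control wells and 100% = pilot-screen positive control compound; some compounds past the cut are filed as inactive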
HIF-2a block = HIF-2a inhibition; 786-0 RCC cells HIF-2a reporter, luciferase luminescence, overnight; inhibition, % at 18.8 µM; 360,000 tested, 0.72% active; AID 624352;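 active means inhibition of the luminescence signal of 40% or more relative to plate controls, in a single-dose primary screen at 18.75 µM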
hiPSC survival = enhancers of human iPSC single-cell survival | survival enhancement, % at 20 µM | AID 602274 | hiPSC single-cell survival, ATPlite luminescence; 100% = ROCK inhibitor wells, 0% = DMSO | 360,000 tested, 0.044% active; in the data active means survival enhancement above about 18%;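 further: cells exposed to compounds for 16 hours before the ATP read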
TWEAK-Fn14 inh = inhibitors of TWEAK-Fn14 interaction signaling; TWEAK-stimulated Fn14 reporter cells, luciferase luminescence, 8 h; inhibition, % at 10 µM; 360,000 tested, 2% active; AID 1159606; in the data active means inhibition above about 50%
aDG glyco act = alpha-DG glycosylation activation | Pro5-aDG cells, alpha-DG glycosylation AlphaScreen (IIH6); 0% Pro5, 100% B10-LARGE cell signal | activation, % at 10 µM | 360,000 tested, 0.22% active;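 active means activation of at least 8% versus controls, or a plate z-score of at least 8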;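 further: Pro5 are CHO cells carrying HIG-tagged alpha-DG that lacks glycosylation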
NR2E3 ag-2 = activates human NR2E3 receptor; Q9Y5X4; CHO-S Gal4-NCOR/VP16-NR2E3 two-hybrid, luciferase; inhibition of corepressor binding, % at 3.98 µM; 360,000 tested, 0.35% active; AID 602229;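 active means inhibition above the mean of all tested compounds plus 3 SD, cut at about 70% in these data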;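 further: 0% = DMSO with NR2E3 transfected cells and 100% = cells lacking NR2E3 construct; higher means lower luciferase signal from less NR2E3 corepressor binding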
Peg3 promoter = Peg3 promoter activity inhibition | HeLa PEG-Prom luciferase reporter, luminescence, overnight | inhibition, % at 20 µM | 360,000 tested, 1.7% active | AID 588405;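 active means inhibition of at least 50% at 20 µM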
* hit, by the source's call; . = not tested or not shown.

SMILES	CF NFkB block	KKLEB cytotox	NR2E3 ag-1	TRPM1 prom inh	Shn3 3UTR inh	HIF-2a block	hiPSC survival	TWEAK-Fn14 inh	aDG glyco act	NR2E3 ag-2	Peg3 promoter
CCCN1Cc2cccc(C(=O)Nc3ccc(CN4CCCC4)cc3)c2C1=O	9	-6	-1	-12	-17	-24	6.8	-3	0.0	23	-11
O=C(CCCc1ccccc1)Nc1ccc(Br)cc1F	11	7	2	-26	-15	-199	-0.5	-19	0.5	7	-212
CNC(=O)NC(=O)CSc1nc(-c2cccs2)c(C#N)c(=O)[nH]1	-11	-5	.	-7	-9	19	1.2	-9	0.1	-13	5
Cc1ccc(C2c3sc(=O)[nH]c3SC3C(=O)NC(=O)C32)cc1 (stereo not drawn)	5	-3	2	-7	-12	7	-1.0	14	-0.4	-21	-13
COc1ccc(/C=N\NC(=O)CNC(=O)C(c2ccccc2)c2ccccc2)cc1[N+](=O)[O-]	-7	-1	1	4	-4	22	-2.2	-2	-0.1	26	15
N#Cc1cc(N)c(Nc2ccccc2)cc1C#N	20	-9	0	8	73	31	-1.0	5	1.4	43	6
CN(c1ccccc1)S(=O)(=O)c1ccc(C(=O)Nc2ncccc2O)cc1	-44	12	0	16	6	-8	-0.4	-11	-0.5	-8	-16
CCOC(=O)C1=NOC(CNC(=O)c2c(-c3ccccc3Cl)noc2C)C1 (stereo not drawn)	-6	13	5	-8	7	15	0.7	-5	-0.1	5	19
Cc1ccc(-c2cc(C(=O)N3CCCCCC3)no2)cc1	-2	3	5	-71	-27	-147	-0.2	37	0.1	-165	-259
COc1ccccc1Nc1nnc(SCc2cc(=O)n3cc(C)ccc3n2)s1	-4	-2	4	2	7	-5	0.2	6	-0.7	15	31
Cc1ccc(OCCCCN2CCCCC2)cc1	-8	-3	.	-4	15	7	-0.4	8	-0.1	-3	0
O=C(OCc1ccccc1)N1CCN(C(c2ccnc3ccccc23)c2nnnn2-c2ccc3c(c2)OCCO3)CC1 (stereo not drawn)	.	.	.	.	.	-35	-1.0	0	-0.1	-23	.
COc1cccc(OC)c1/C(O)=C(\C#N)c1nc2ccccc2[nH]1	5	-3	1	-4	15	9	0.2	16	-0.2	-1	20
CC(=O)C1=C(O)C(=O)N(CCC(=O)O)C1c1ccccc1[N+](=O)[O-] (stereo not drawn)	1	-13	0	2	4	6	0.4	20	-0.2	-8	14
O=[N+]([O-])c1cc(-c2n[nH]c(-c3ccccc3)n2)cc([N+](=O)[O-])c1	-9	9	1	12	0	-34	3.8	13	0.2	0	0
COC(=O)C(=Cc1ccc(OCc2ccc([N+](=O)[O-])cc2)c(OC)c1)C(=O)OC	42	-20	8	30	12	81*	-3.4	91*	0.0	-67	-52
O=C(N=Nc1c(O)[nH]c2ccc([N+](=O)[O-])cc12)c1ccccc1Cl	-38	-3	1	-9	-27	-82	-0.6	-16	0.0	-26	-43
COC(=O)c1ccc(OCC(O)CN2C(=O)NC(C)(C)C2=O)cc1 (stereo not drawn)	6	5	.	7	10	3	7.5	-21	-0.3	-10	7
Cc1nc2ccc(N3C(=O)CCC3=O)cc2[nH]1	-6	7	1	0	-29	14	-0.9	14	-0.2	-6	6
COc1cc(CC(=O)OCC(=O)NC2CCCCC2)cc(OC)c1OC	8	0	-2	4	2	18	-0.5	-20	1.2	-24	14

Structures listed so far with an aryl thioether with sulfur outside any ring:
SMILES	CF NFkB block	KKLEB cytotox	NR2E3 ag-1	TRPM1 prom inh	Shn3 3UTR inh	HIF-2a block	hiPSC survival	TWEAK-Fn14 inh	aDG glyco act	NR2E3 ag-2	Peg3 promoter
CNC(=O)NC(=O)CSc1nc(-c2cccs2)c(C#N)c(=O)[nH]1	-11	-5	.	-7	-9	19	1.2	-9	0.1	-13	5
COc1ccccc1Nc1nnc(SCc2cc(=O)n3cc(C)ccc3n2)s1	-4	-2	4	2	7	-5	0.2	6	-0.7	15	31

Next compounds
SMILES	CF NFkB block	KKLEB cytotox	NR2E3 ag-1	TRPM1 prom inh	Shn3 3UTR inh	HIF-2a block	hiPSC survival	TWEAK-Fn14 inh	aDG glyco act	NR2E3 ag-2	Peg3 promoter
CCOC(=O)NC(=O)CSc1nc2ccc(OCC)cc2[nH]1	0	-6	2	5	-14	2	-1.9	12	-0.1	6	-9
COc1ccccc1-c1sc2ccccc2c1-c1ccc(O)cc1	5	-7	.	9	17	12	0.1	10	-0.1	-12	18
CCn1c(COc2ccccc2C)nnc1SCC(=O)NCc1ccccc1	16	-4	1	0	-8	3	6.0	4	0.4	-26	18
Cc1cc(C)n(S(=O)(=O)/C=C/c2ccccc2)n1	9	7	1	8	8	23	-1.8	15	1.2	-8	19
CN(CCO)S(=O)(=O)c1ccc2c(c1)C(=NN)c1cc(S(=O)(=O)N(C)CCO)ccc1-2	3	11	-10	-3	-22	16	-0.7	9	-0.1	-34	13
O=C(Nc1ccc(F)cc1)C1CCN(S(=O)(=O)c2cccs2)CC1	7	-4	6	-12	-2	8	1.8	5	-0.1	-8	1
COC(=O)c1sc(N2C(=O)C(O)=C(C(=O)c3ccc(C)o3)C2c2cc(OC)ccc2OC)nc1C (stereo not drawn)	17	-5	5	6	-12	-24	-0.3	-17	1.0	-36	2
CCC(C)Sc1nc2c([nH]c3ccccc32)c(=O)n1C (stereo not drawn)	7	8	1	7	6	24	-1.0	11	-0.2	-27	26
Cc1cc(C)c2c(SC(C)C)nc(N)nc2n1	6	-11	0	-1	5	3	-0.7	3	0.3	-9	27
Cc1c(C(=O)OCC(=O)Nc2c(C)n(C)n(-c3ccccc3)c2=O)oc2ccccc12	16	-8	-5	-5	-4	13	0.3	1	0.6	-9	3
CCc1ccc(NC(=S)N(CCN2CCOCC2)Cc2ccccc2F)cc1	-10	4	-1	-1	11	9	0.2	-9	0.5	-7	4
Cc1noc(C)c1CSCC(=O)N1CCN(c2ccc(F)cc2)CC1	6	3	0	3	47	17	-3.1	17	0.5	18	1
O=C(NC1=NCCS1)c1sc2ccccc2c1Cl	-26	2	3	-36	-121	-305	-1.6	2	0.0	-144	-261
COCCN(CCOC)Cc1cc(=O)oc2cc(C)cc(C)c12	-20	3	.	.	2	-9	2.8	-28	-0.2	15	-2
NC(=O)CC(NC(=O)c1ccccc1)c1ccc(N2CCN(c3ccccc3)CC2)c([N+](=O)[O-])c1 (stereo not drawn)	0	-5	0	12	48	1	0.8	11	0.1	10	11
CN1CCN(S(=O)(=O)c2cccc(C(=O)N(c3ccccn3)C3CCCCC3)c2)CC1	5	2	2	0	4	13	-1.2	26	-0.1	-3	10
C/C(CC(=O)NCc1ccco1)=N\NC(=O)Cc1ccccc1	-9	-3	-1	2	-5	14	-1.4	-16	0.0	-39	-4
COC(=O)c1ccc(C(C2C(=O)CC(C)(C)CC2=O)C2C(=O)CC(C)(C)CC2=O)cc1	3	-11	3	.	6	15	-0.4	8	-0.1	1	15
C=CCN(CC(=O)c1sc(C(=O)OCC)nc1C)c1cccc(Br)c1	25	-13	-2	-3	3	3	-1.4	0	0.6	-1	9
O=C(NCCCN1CCc2ccccc2C1)Nc1ccc(Br)cc1	2	-3	-3	6	-29	-73	-2.0	-7	0.0	-8	-45
Cc1ccc(C)c2[nH]c(=O)c(CN(CCN3CCCC3)C(=O)Nc3ccc(F)cc3)cc12	-10	-7	1	-3	25	13	-3.6	-14	-0.1	-8	5
Cc1ccc(S(=O)(=O)c2nnn3c2nc(NCCCN2CCCC2=O)c2ccccc23)cc1C	7	11	0	8	11	29	-0.2	3	-0.2	12	34
NC(=O)c1ccc(NC(=O)Cn2c(=O)n(-c3ccccc3)c(=O)c3oc4ccccc4c32)cc1	-13	1	3	3	3	2	0.1	-4	-0.1	-24	-1
COc1ccc(C(=O)NC(C)c2nc3ccccc3[nH]2)cc1OC (stereo not drawn)	-11	-1	.	-4	-9	12	-0.8	-7	-0.1	-1	6
COc1cc(OC)cc(C(=O)NCCCn2ccnc2)c1	-19	2	1	25	14	11	-0.2	11	0.0	3	19
COc1ccc(C(=O)Nc2nnc(S(=O)(=O)N3CCC(C)CC3)s2)cc1OC	-18	13	14	-14	3	6	-0.4	-37	-0.1	-10	11
CCOC(=O)N1CCN(CC(=O)c2ccc(O)c(C)c2O)CC1	-5	-7	-2	-17	-5	-26	-0.4	2	-0.3	-9	-72
CCOc1ccc(-c2[nH]ncc2-c2ccc(OC)c(OC)c2)c(O)c1	27	-3	-4	-3	-12	28	2.6	29	0.2	-41	41
CC(C)Oc1ccc(C(=O)N2CCCC2C(=O)O)cc1 (stereo not drawn)	-19	11	3	-4	-20	-11	0.2	-2	0.1	-9	-13
CCOC(=O)CSc1ccc(C(=O)N2CCN(C)CC2)cc1[N+](=O)[O-]	-7	4	1	-9	8	2	2.7	-15	-0.2	-13	104*
CCN(CC)C(=O)c1sc(N)c(C(=O)OC(C)C)c1C	-5	13	2	0	-6	-6	1.8	10	0.7	-19	6
CCOC1=C2CN(S(=O)(=O)c3ccc(C)cc3)[C@H](c3ccccc3)C[C@@H]2N(S(=O)(=O)c2ccc(C)cc2)[C@H](c2cccc(C)c2)C1	19	-17	.	.	69	-7	-1.8	-4	0.7	-3	10
C1CCC(c2nn3c(-c4n[nH]c5c4CCC5)nnc3s2)CC1	6	-2	5	13	7	19	0.4	16	-0.1	-4	24
S=c1nc(SCc2ccccc2)[nH]c2ccccc12	-1	-12	35*	4	-28	-24	-4.0	-41	0.0	68	8
COc1ccc(OC(=O)Nc2ccccc2)cc1	0	3	0	-85	-42	-242	-0.7	-3	-0.1	-137	-161
COc1ccc(NC2=NC(=S)N(c3ccc(C)cc3)C23CCCCC3)cc1	0	-3	4	16	8	11	3.6	-6	-0.3	4	19
CCCNC(=O)c1ccc(N2CCC3(CC2)CC(c2cccc(Br)c2)=NO3)c([N+](=O)[O-])c1	-6	-18	-1	10	51	-10	-0.5	8	2.1	57	11
CC(=O)Nc1ccc(S(=O)(=O)C(C#N)c2nc3ccccc3nc2NCCN2CCOCC2)cc1 (stereo not drawn)	-7	0	2	-3	1	25	-1.0	0	-0.2	-30	18
CC(=O)Oc1ccc(N(C(C)=O)S(=O)(=O)c2cccs2)c2ccccc12	56*	-12	-2	33	-9	-4	-2.2	16	4.7	-1	8
C=C1CCC(OC(C)=O)C2(C)CCC3C(C)C(=O)OC3C12O (stereo not drawn)	-11	7	-5	-6	-9	20	-0.3	24	-0.2	2	-4
CC(=O)NC(=S)Nc1sc2c(c1C(N)=O)CCC(C)C2 (stereo not drawn)	9	2	-2	-36	-61	-250	-2.7	-13	0.0	-96	-353
CCOc1cc(-c2nc3ccccn3c2NCC2CCCO2)ccc1O (stereo not drawn)	-1	8	-3	-6	20	-1	0.7	-12	-0.1	-11	35

Quoted from the listing:
Reading for C=C1CCC(OC(C)=O)C2(C)CCC3C(C)C(=O)OC3C12O (stereo not drawn) under NR2E3 ag-2: 2
Reading for CCCNC(=O)c1ccc(N2CCC3(CC2)CC(c2cccc(Br)c2)=NO3)c([N+](=O)[O-])c1 under NR2E3 ag-1: -1
